# D3 ag: qHTS of D3 Dopamine Receptor Agonist: qHTS | D(3) dopamine receptor (Homo sapiens), P35462 | D3R DiscoveRx beta-arrestin cells, luminescence, 90 min | max activation, % | hit rate 0.58% among 410,000 | AID 652048, 2013; in the data active = max activation above about 30%; also: 0% is about no effect; mostly tested at two doses, the higher about 12 µM
# Target sequence (P35462 whole entry, looked up): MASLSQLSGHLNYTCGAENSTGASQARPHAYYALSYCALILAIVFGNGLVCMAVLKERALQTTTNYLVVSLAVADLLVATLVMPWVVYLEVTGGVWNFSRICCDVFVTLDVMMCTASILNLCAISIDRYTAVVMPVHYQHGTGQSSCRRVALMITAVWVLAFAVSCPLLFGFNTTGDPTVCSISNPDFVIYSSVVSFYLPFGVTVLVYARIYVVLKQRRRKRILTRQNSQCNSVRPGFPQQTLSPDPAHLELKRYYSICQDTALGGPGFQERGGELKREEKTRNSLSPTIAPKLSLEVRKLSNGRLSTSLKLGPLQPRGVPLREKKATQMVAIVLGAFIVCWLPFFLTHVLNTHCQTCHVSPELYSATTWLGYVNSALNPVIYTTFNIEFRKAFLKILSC
#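 Agonist-mode cell screen: cells plated at 1500/well and incubated overnight at 37 °C, then exposed to library compounds for 90 min at 37 °C. Detection reagent was added for 30–60 min at room temperature, and luminescence was read.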
# PTHR1 ag: qHTS for PTHR1 Agonists: Primary Screen. AID 743266, 2014. Potency, µM (series often up to 115 µM), without a hit: top-dose activation, usual class: activators. hit rate 0.075% among 410,000. HEK293 GP2 PTHR1 cells, GloSensor cAMP luminescence, 1 h. Parathyroid hormone/parathyroid hormone-related peptide receptor (Homo sapiens), Q03431; active = well fitted activation curve with a large enough effect; inconclusive = small, poorly fitted or top-dose-only effect, or another doubt; inactive = no such curve, though single readings can be large or run the other way; also: potency is read from the fitted curve at half-maximal effect; nearly all actives have a fitted effect of over 55% in size; some results filed as inactive show a strong effect at the top dose; inactives centre near -15; many of its hits are not listed in these tables
# Target sequence (Q03431 whole entry, looked up): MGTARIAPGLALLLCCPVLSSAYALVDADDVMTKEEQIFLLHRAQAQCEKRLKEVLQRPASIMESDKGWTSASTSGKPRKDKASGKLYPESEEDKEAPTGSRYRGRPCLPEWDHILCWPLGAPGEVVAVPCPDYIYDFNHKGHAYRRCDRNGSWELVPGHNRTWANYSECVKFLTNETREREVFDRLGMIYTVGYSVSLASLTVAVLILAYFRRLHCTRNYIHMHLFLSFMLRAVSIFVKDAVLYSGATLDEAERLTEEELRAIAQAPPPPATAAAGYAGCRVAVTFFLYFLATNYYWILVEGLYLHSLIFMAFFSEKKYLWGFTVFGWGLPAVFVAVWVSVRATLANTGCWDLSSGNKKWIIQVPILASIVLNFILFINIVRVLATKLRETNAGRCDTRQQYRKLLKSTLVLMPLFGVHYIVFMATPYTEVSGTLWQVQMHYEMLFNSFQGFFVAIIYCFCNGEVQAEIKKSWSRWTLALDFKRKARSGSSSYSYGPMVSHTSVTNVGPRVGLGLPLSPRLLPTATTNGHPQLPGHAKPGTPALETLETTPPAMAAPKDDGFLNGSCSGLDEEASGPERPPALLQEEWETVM
#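 HEK-293-derived GP2 cells expressing PTHR1 and a GloSensor cAMP reporter, 3,000/well, plated overnight, given luciferin plus IBMX (each 0.5 mM as added) for 1 h at 37 °C, then compound for 1 h at 37 °C. Luminescence was read after 15 min at room temperature.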
# Active calls of the source: *; i = inactive; ? = inconclusive; [ ] = another dose, or the depositor's remark. These rows are one share of the data, so the mix of outcomes need not match the whole.
# Under each structure: D3 ag, PTHR1 ag
> COc1ccc(Cl)cc1NC(=O)N(C)CCc1c(C)nn(C)c1C
    3.1, -0.9%
> Cc1cc(C)c(NC(=O)CN2C(=O)CCn3nc(-c4cccn4C)cc32)c(C)c1
    0.6, 4.3%
> COc1ccc(CCNC(=O)Cn2cc(C(=O)c3ccccc3)c(=O)c3ccc(C)nc32)cc1OC
    -6.2, 20.0%
> CCCOc1ccc(CNC(=O)c2ccc(C)c(-n3c(C)nc4cccnc43)c2)cc1
    4.8, -0.5%
> CCOc1ccc(CNC(=O)c2ccc3c(c2)N(Cc2ccccc2)CCS3)cc1
    -8.9, i
> Cc1cc(C)cc(N2C(=O)CSC23C(=O)N(CC(N)=O)c2ccccc23)c1 (stereo unspecified)
    1.4, i
> O=C(Cn1nc(-c2ccccc2)nc(Cc2ccccc2)c1=O)Nc1ccccc1
    11.5, i
> Cc1ccc(NC(=O)C2CCC(CNS(=O)(=O)c3ccc4c(c3)C(C)(C)C(=O)N4C)CC2)cc1 (stereo unspecified)
    4.4, i
> Cc1nn(C)c2c1c(C(F)(F)F)cc(=O)n2CC(=O)NCc1ccc(OC(C)C)cc1
    7.0, -92.5%[inhibitor]
> Cc1ccc2nc(COc3cccc(NC(=O)COc4ccccc4F)c3)cc(=O)n2c1
    6.9, 19.5%

# Other records:
# Under each structure: D3 ag, PTHR1 ag
> Cc1ccc(NC(=O)N2CCc3c(sc4c3CCCC4)C2c2ccccc2)cc1F (stereo unspecified)
    4.6, -17.5%
> COc1ccc(NC(=O)CCCOc2cc(=O)n(C)c3ccccc23)c(OC)c1
    -9.1, -0.9%
> COc1cc(NC(=O)CSc2ccc(-c3sc(C)nc3C)nn2)cc(OC)c1
    3.5, -1.7%
> Cc1cccc(OCC(=O)Nc2cccc(OCc3cc(=O)n4cccc(C)c4n3)c2)c1
    -11.2, -28.6%
> CCOC(=O)Cn1c(=O)n(C2CCCCC2)c2nc(-c3ccc(OCC)cc3)nc(C(N)=O)c21
    -2.4, ?
> CCCCN(Cc1ccccc1)S(=O)(=O)c1cc(Br)cc2c1N(C(=O)C1CC1)CC2
    -1.8, -40.2%[inhibitor]
> Cc1cc(NC(=O)CSc2ncc(C(=O)Nc3ccc(F)cc3)c(=O)n2C)no1
    4.4, i
> Cc1c(C(=O)N2CCC(C)CC2)c(S(=O)(=O)NCc2ccc(Cl)cc2)c(C)n1C
    -14.4, i
> COc1ccc(CCNC(=O)CSc2nc3ccccc3nc2Cc2ccc(Cl)cc2)cc1OC
    -6.9, -39.2%[inhibitor]
> O=C(Cn1c(SCc2ccccc2F)nc2cccnc21)Nc1ccc(F)c(Cl)c1
    -17.3, -40.8%[inhibitor]

# Additional records follow.
# Under each structure: D3 ag, PTHR1 ag
> COc1cccc2c1Oc1ncccc1N(C(=O)CCC(=O)NCc1ccc(N(C)C)cc1)C2
    0.5, -21.7%
> CN(C)c1ccc(/C=C/c2nc(-c3ccccc3O)n(-c3ccccc3)n2)cc1
    -2.8, -6.9%
> COc1ccc(-c2nc3ccccc3o2)cc1NC(=O)c1ccc(N2CCC(C)CC2)c([N+](=O)[O-])c1
    5.4, i
> CCN(CC)CCCNC(=O)C(C)n1nc(C)n2c(cc3occc32)c1=O (stereo unspecified)
    -14.9, -17.3%
> COc1ccc(-c2nc3ccc(NS(C)(=O)=O)cc3o2)cc1
    3.2, -0.7%
> COc1ccc(-c2nc3cc(C(C)C)ccc3o2)cc1NC(=O)c1ccc(C)c(Cl)c1
    18.2, ?
> CC(C)c1ccc2oc(-c3ccc(Cl)c(NC(=O)c4cccs4)c3)nc2c1
    7.2, i
> CCOC(=O)C1CCN(c2ncnc3c2c(-c2ccccc2)cn3-c2ccc(Cl)cc2)CC1
    5.3, i
> O=C1Nc2ccc(S(=O)(=O)Nc3ccccc3O)c3cccc1c23
    3.1, i
> CNC(=O)c1ccc(Nc2nnc(-c3ccc(C)c(S(=O)(=O)N(C)C)c3)c3ccccc23)cc1
    4.9, -7.0%

# (continued)
# Under each structure: D3 ag, PTHR1 ag
> Cc1[nH]c2ccccc2c1C(=O)C(=O)NC1CC(=O)N(c2ccccc2)C1 (stereo unspecified)
    -6.3, i
> CC1CCCN(C(=O)CSc2c3c(nc4cc(Cl)ccc24)CCCC3)C1 (stereo unspecified)
    0.3, i
> Cc1cc(NC(=O)C2CCC(CNS(=O)(=O)c3ccc(Br)s3)CC2)ccc1Br (stereo unspecified)
    3.0, -21.9%
> Cc1c(Cl)cccc1Nc1nn2c(=O)c3ccc(C(=O)NCCC4=CCCCC4)cc3nc2s1
    -3.1, 3.9%
> COc1cccc(/C=C/c2nc(C#N)c(NCCc3ccccc3)o2)c1
    -3.9, i
> Cc1cccc(CSCCNC(=O)C2CCN(S(=O)(=O)Cc3ccccc3)CC2)c1
    -1.7, -17.7%
> O=C(c1[nH]c2ccccc2c1Sc1ccc(Cl)cc1)N1CCCCC1
    -1.6, -19.9%
> COC(=O)c1c(SC)nc2ccccc2c1OCc1ccc(Cl)cc1
    11.9, i
> O=C(CCC1CCCC1)N1CCc2c([nH]c3ccccc23)C1c1ccc(Cl)cc1 (stereo unspecified)
    -12.4, i
> CCCCN(CCCNC(=O)c1cc(Nc2ccc(OC)cc2)nc2ccccc12)Cc1ccccc1
    6.7, -8.2%

# Following part:
# Under each structure: D3 ag, PTHR1 ag
> CCN1C(=O)C(Cc2nc3ccccc3c(=O)n2-c2ccc(OC)cc2)c2ccccc21 (stereo unspecified)
    0.3, i
> Cc1ccccc1CCNC(=O)c1cc2ccccn2n1
    -8.3, -18.2%
> Cc1cc(C)cc(-n2c(SCC(=O)Nc3cccc(F)c3)nc3c([nH]c4ccccc43)c2=O)c1
    6.7, i
> Cc1ccn2c(Nc3ccc(F)cc3)c(-c3ccc(C)o3)nc2c1
    -5.6, i
> Cc1ccc(CCNC(=O)c2cc(C)nc3c2c(C)nn3-c2ccc(C)cc2)cc1
    20.9, -3.6%
> CCC(C(=O)Nc1cc(C)ccc1OC)n1nnc(C(=O)OC)c1C(=O)OC (stereo unspecified)
    -5.3, -0.6%
> CCOC(=O)C(Cc1c[nH]c2ccccc12)NC(=O)COc1ccc(Cl)cc1 (stereo unspecified)
    -9.4, -51.8%[inhibitor]
> CCN1CCN(C(c2ccc(SC)cc2)c2c(O)cc(C)n(CCOC)c2=O)CC1 (stereo unspecified)
    -4.1, -3.1%
> CCOc1ccc(-c2nnc(SCC(=O)Nc3ccc(C)cc3Cl)o2)cc1
    -7.9, -7.8%
> CN(C1CCCCC1)S(=O)(=O)c1ccc2c(c1)c(=O)c(C(=O)NCCc1ccc(Cl)cc1)cn2C
    5.2, i

# (list continues)
# Under each structure: D3 ag, PTHR1 ag
> Cn1c(=O)c2c(-c3ccc(Cl)cc3)n(Cc3ccccc3)cc2n(C)c1=O
    3.1, i
> Cc1cc(C)cc(N2C(=O)CSC23C(=O)N(CC(=O)Nc2ccc(F)cc2F)c2ccccc23)c1 (stereo unspecified)
    7.2, -3.0%
> CCC(=O)C1=C(c2ccc(OC)c(OC)c2)N(C(=O)CC)n2c(CC)nnc2S1
    4.1, i
> CC(C)(C)C(=O)Nc1ccc2nc(SCc3ccccc3)sc2c1
    9.7, -2.7%
> Cc1cc(C)cc(OCCOCCn2c(-c3ccc(Cl)cc3)nc3ccccc3c2=O)c1
    -5.1, i
> COc1ccccc1C(=O)Nc1ccccc1OCc1cc(=O)n2ccccc2n1
    5.0, i
> CCCn1c(CCC(=O)Nc2ccccc2OC)nc2cccnc21
    -8.0, -52.5%[inhibitor]
> CC1CCN(C(=O)c2cc(-c3cccc(Cl)c3)on2)CC1
    -19.8, -16.8%
> Cc1cccc(CN2C(=O)c3ccccc3S(=O)(=O)c3ccc(C(=O)NCCC4=CCCCC4)cc32)c1
    -6.9, -32.5%[inhibitor]
> Cc1cc(C)c(NC(=O)CCn2c(=O)c3cccn3c3ccccc32)c(C)c1
    10.8, i

# The listing continues.
# Under each structure: D3 ag, PTHR1 ag
> COc1ccc(-n2cc(-c3ccccc3)c3c(NCCc4ccc(OC)c(OC)c4)ncnc32)cc1
    14.4, i
> COc1ccc(CNC(=O)CCc2c(C)nn(-c3ccc(N4CCOCC4)nn3)c2C)c(OC)c1
    0.9, i
> CCOC(=O)c1c(-c2ccc(OC)cc2)oc2ccc(OCc3ccc(Br)cc3)cc12
    3.9, i
> CCn1c(=O)cc(OCC(=O)NCc2ccccc2OC)c2ccccc21
    -21.5, -27.1%
> COc1ccc(Br)cc1Cn1nnc(C(=O)Nc2ccc(C)cc2C)c1N
    0.3, -34.0%
> COc1ccc(-c2cc(C(=O)Oc3cccc(C)c3C)c3ccccc3n2)cc1
    -8.5, 11.2%
> O=C(CSc1nnc(-c2ccccc2)c(-c2ccccc2)n1)NC1CCCCC1
    2.8, -1.8%
> CCC1=Nc2cc(C(=O)NCCN(CC)CC)ccc2Sc2ccccc21
    -13.7, i
> COc1ccc(-c2nc3scc(CCNS(=O)(=O)c4c(C)noc4C)n3n2)cc1OC
    -16.0, i
> O=C(Nc1ccc(Br)cc1)Nc1nc2c(s1)CCCCCC2
    -14.6, i

# New compounds follow
# Under each structure: D3 ag, PTHR1 ag
> Nc1c(C(=O)Nc2ccccc2F)sc2nc3c(cc12)CCCCCC3
    -3.3, -16.0%
> CCn1cc(S(=O)(=O)c2cccc(Cl)c2)c(=O)c2cc(F)c(N3CCC(C)CC3)cc21
    5.5, -14.0%
> O=S(=O)(Nc1ccc(Br)cc1)c1ccc2nc(-c3ccccc3)[nH]c2c1
    1.7, -37.1%[inhibitor]
> CCN(CC)C(=O)c1sc(NC(=O)C2c3ccccc3Oc3ccccc32)c(C(=O)OC(C)C)c1C
    -18.9, -16.5%
> Fc1ccc(N2CCN(c3nc4ccccc4c4nc(-c5cccnc5)nn34)CC2)cc1
    -6.6, i
> CN(C)S(=O)(=O)N(CC(=O)NCCSCc1ccccc1Cl)c1ccccc1
    -10.3, -21.3%
> Cc1ccc(C(C)C)c(OCC(=O)NCC2(N3CCOCC3)CCCCC2)c1
    3.5, -8.0%
> CC1CCN(S(=O)(=O)c2ccc3nc(N4CCN(c5ccccc5F)CC4)ccc3c2)CC1
    -8.3, i
> CCOC(=O)C(C)Sc1nc(-c2ccccc2)ccc1C#N (stereo unspecified)
    7.7, -31.3%
> COc1ccccc1C(=O)Nc1ccc2nc(SCC(=O)N3CCCc4ccccc43)sc2c1
    -11.8, i

# (more compounds)
# Under each structure: D3 ag, PTHR1 ag
> O=C(CC1C(=O)N(c2ccc(F)cc2)C(=O)N1Cc1ccc2c(c1)OCO2)Nc1ccc(F)cc1 (stereo unspecified)
    2.9, -25.4%
> CCCN1CCN(CCNC(=O)Nc2ccccc2OCC)CC1
    -3.1, -27.4%
> Cn1cc(C(=O)NCCc2ccc(Cl)cc2)c(=O)c2cc(S(=O)(=O)N3CCOCC3)ccc21
    -4.3, i
> COc1ccc(CCNC(=O)C2CCN(c3nc4ccccc4nc3C(F)(F)F)CC2)cc1OC
    9.0, -26.7%
> COc1ccc(C(=O)Nc2nnc(SCc3cc(=O)c4cc(C)cc(C)c4[nH]3)s2)cc1
    3.0, -1.2%
> O=C(CCC1N=C2c3ccccc3N=C(SCC(=O)Nc3ccccc3F)N2C1=O)NCc1ccccc1 (stereo unspecified)
    9.4, i
> COc1cc(C(=O)NCc2nc3cccnc3n2Cc2ccc(C)cc2)cc(OC)c1OC
    5.5, -32.3%[inhibitor]
> CCCCNc1nc(Oc2ccc(=O)n(C)n2)nc(N2CCOCC2)n1
    2.4, i
> O=C(NCc1cccc(Cl)c1)c1ccc(NC(=O)N2CCSc3ccccc32)cc1
    1.5, -24.9%
> COc1ccc(-n2c3c(c(=O)[nH]c2=O)C(NC(=O)c2ccccc2Cl)(C(F)(F)F)C(=O)N3)cc1 (stereo unspecified)
    -1.2, -17.1%

# Continued.
# Under each structure: D3 ag, PTHR1 ag
> Cc1ccc(CNC(=O)C2CCN(Cc3nc(-c4ccccc4C)oc3C)CC2)cc1
    -6.1, -10.4%
> COC(=O)c1c(NC(=O)c2cc3ccccc3c(=O)o2)sc2c1CCCC2
    5.2, i
> Cc1cc(F)ccc1S(=O)(=O)Nc1ccc2oc3c(c2c1)CC(C)CC3 (stereo unspecified)
    13.4, -16.9%
> CCn1nnc2cc(C(=O)Nc3cccc(C)c3C)ccc21
    -10.0, -0.5%
> CNC(=O)CSc1nnc(NC(=O)Nc2ccccc2)s1
    1.2, -0.1%
> COc1ccc(S(=O)(=O)c2nnn(-c3cc(Cl)c(OC)cc3OC)c2C)cc1
    -10.8, -65.4%[inhibitor]
> Cc1ccc(S(=O)(=O)c2cn(C)c3cc(N4CCCC4)c(F)cc3c2=O)c(C)c1
    -12.7, -9.0%
> COc1ccccc1NC(=O)C1=C(C)Nc2nc(SCc3ccccc3Cl)nn2C1c1cccnc1 (stereo unspecified)
    -10.2, -15.1%
> CCN(CC)C(=O)c1c(-c2ccccc2)c(-c2ccccc2)nn(C)c1=O
    5.4, i
